Assay outcomes: PubChem, National Center for Advancing Translational Sciences (NCATS)
S3 lipid droplet: qHTS Assay for Lipid Storage Modulators in Drosophila S3 Cells. Drosophila S3 cells, BODIPY lipid droplet fluorescence, 18-24 h; cells fed with added oleic acid. 320,000 tested, 0.64% active. lipid storage change, negative = inhibition, % at the top dose, mostly 46.1 µM; hits show Potency in µM. AID 2685; active means well fitted inhibition curve with a large enough effect in the signal ratio, with a control signal flat, not every such curve was filed as active; inconclusive means small, poorly fitted or top-dose-only effect, or effect the other way, or a change in a side signal; the % refers to the signal ratio
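Drosophila S3 cells loaded with oleic acid (400 uM, as added) and compounds at several concentrations; lipid droplets imaged by 488-nm laser-scanning cytometry, 500–530 nm intensity and object ratio to cell channel. Percent activity normalized to 20 uM Triacsin C.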
S3 lipid droplet cell count max: recorded beside S3 lipid droplet, whose call it bears; cell number change, %; measured here: cell count max response;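 cells counted by Cell Tracker Red CMTPX staining in the red channel; peak over a dose series mostly up to 46.1 µM; percent activity relative to internal control wells on each plate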
* hit, by the source's call; i = inactive; u = inconclusive; x = no result given. On the % scale 0 is the no-effect control and ±100 the full control effect; potency means the concentration at half of the fitted maximal effect. These rows are one share of the data; the hit share may differ from the screen's.

structure	S3 lipid droplet	S3 lipid droplet cell count max
COc1ccccc1C(=O)N1CCNC(=O)C1CC(=O)Nc1ccc(Cl)cc1 (stereo not given)	u	x
O=C(OC1C2CCC1C1CN(CCc3ccccc3)CC12)c1ccccc1 (stereo not given)	-4%	-7
COc1ccc(N=Cc2c(C)[nH][nH]c2=O)cc1	-5%	0
Cc1onc(-c2ccccc2)c1C(=O)c1ccccc1	u	x
CCCNC(=O)Nc1cc(OCC)c(N2CCOCC2)cc1OCC	16%	-14
COc1ccccc1-c1csc(NC(=O)c2cc(-c3cccs3)nc3ccccc23)n1	u	x
CC1CCN(C(=O)c2[nH]cnc2C(=O)Nc2ccon2)CC1	u	x
Cc1ccc(S(=O)(=O)N2CCN(S(=O)(=O)c3ccc(C)cc3)C2c2ccccc2)cc1	u	x
CSc1ccccc1C(=O)NCCSC(C)(C)C	i	16
O=C(NC1CCCc2c1cnn2-c1cc(F)cc(F)c1)c1cc[n+]([O-])cc1 (stereo not given)	7%	7
COc1ccc(CCNC(=O)Cc2cc(OC)c(OC)cc2[N+](=O)[O-])cc1OC	u	x
CCOc1cc(Cl)c(CNCCCN2CCOCC2)cc1OC	3%	13
O=C(NNC(=O)c1ccc(F)c(S(=O)(=O)N2CCOCC2)c1)c1ccc(Br)cc1	u	x
Cc1c(Cl)cccc1NC(=O)Nc1ccn(C)n1	10%	7
O=C(CCc1ccccc1)N1CCN(c2ccccc2F)CC1	u	x
Cc1nn(C(C)C(=O)NCCc2cccs2)c(=O)c2nn(-c3ccccc3)c(C)c12 (stereo not given)	8%	0
CN1CCC(N(C)C(=O)CNC(=O)c2ccc(C(C)(C)C)cc2)CC1	u	x
COc1ccc(NC(=O)Cn2nnc(C(=O)NCc3ccc(C)cc3)c2N)cc1OC	u	x
CCOCCCNC(=S)N(CCN(C)C)Cc1cc2cc3c(cc2[nH]c1=O)OCCO3	u	x
N#CCC(=O)Nc1ccc(C(=O)OCc2ccccc2Oc2ccccc2)cc1	u	x
Cn1cc(CCNCc2cn[nH]c2-c2ccc(-c3ccccc3)cc2)cn1	3%	19
COc1ccc(Cc2nnc(NC(=O)c3ccccc3[N+](=O)[O-])s2)cc1	u	x
CN(C(=O)Cc1c[nH]c2ccccc12)C(C(=O)Nc1ccc2c(c1)OCO2)c1ccccc1 (stereo not given)	19%	x
Cc1ccc2c(c1)C(O)(CC(=O)c1cccc(-n3cccc3)c1)C(=O)N2 (stereo not given)	-4%	x
CCCCn1c(N)c(N(CCOC)C(=O)c2cc(-c3ccc(F)cc3)nc3ccccc23)c(=O)[nH]c1=O	u	x
O=C(O)CSc1nnc(-c2cc3ccccc3o2)n1-c1ccccc1	-29%	x
COc1cccc(CNCCc2c[nH]c3ccccc23)c1OCc1ccccc1	u	x
CCOC(=O)C(=CNc1ccc(Cl)cn1)C(=O)OCC	15%	3
COc1ccc(C2N=C(c3ccccc3)NC(c3ccccc3)=N2)cc1	4%	2
O=C(c1ccccc1)N1CCN(c2ncnc3c(-c4ccccc4)nsc23)CC1	-3%	1
Cc1ccc(Nc2nc3ccccc3[nH]2)nc1	u	x
CCc1nc(SCC(=O)Nc2cc(OC)ccc2OC)c2c(C)c(C)sc2n1	u	x
CCc1nc(NCCN)c(C#N)c2c1CSC(C)(C)C2	u	x
CC(NC1CCCC1)C(=O)Nc1ccccc1-c1ccccc1 (stereo not given)	9%	-9
COC(=O)c1ccccc1NC(=O)CN(C)S(=O)(=O)c1cc(C)ccc1OC	i	x
Cc1noc(C)c1C(=O)N1CCOCC1	u	x
CCOC(=O)c1cc(-c2ccccc2)sc1NC(=O)COC(=O)c1cccc(S(N)(=O)=O)c1	u	x
O=C1/C(=C\c2cc([N+](=O)[O-])ccc2O)SC(=S)N1Cc1ccc(Cl)cc1	u	x
CCCCn1ccnc1C(=O)c1ccc(S(=O)(=O)N2CCCC2)cc1	1%	13
C=CCNC(=O)Nc1ccc2nc(C)sc2c1	9%	8
O=C(COC(=O)c1cc(S(=O)(=O)NCc2ccccc2)ccc1O)c1cc2ccccc2o1	13%	-3
CCCOc1ccc(NC(=O)c2cc3cc(C)ccc3[nH]2)cc1	u	x
CCN(CC)CCCNC(=O)Cn1nc(-c2ccccc2)ccc1=O	13%	-5
O=C(CCCOc1ccccc1)Nc1nncs1	u	x
Cc1c(N(C)C(=O)c2ccccc2F)c(=O)n(-c2ccccc2)n1C	u	x
COc1ccc(-c2[nH]ncc2/C=N\NS(=O)(=O)c2ccc(Cl)cc2)cc1	u	x
CC(C)(Cc1ccccc1)NC(=O)C(=O)c1cn(CC(=O)N2CCOCC2)c2ccccc12	i	x
CC(C)C(=O)NC(NC(=S)Nc1ccc(S(N)(=O)=O)cc1)C(Cl)(Cl)Cl (stereo not given)	11%	23
O=C(O)[C@H]1CCCC[C@H]1C(=O)Nc1cc([N+](=O)[O-])ccc1F	1%	8
O=C(CNS(=O)(=O)c1ccccc1)NCC(=O)OCc1ccc(Cl)cc1	u	x
CCCCN(C)CCCNC(=O)CC1Oc2ccccc2NC1=O (stereo not given)	u	x
Cc1cc(Cl)c(S(=O)(=O)NCc2cccnc2)cc1OCC(N)=O	u	x
O=C(Nc1ccccc1C(=O)NC1CC1)c1ccccc1	4%	11
O=C(O)CCn1c(=O)[nH]c2ccccc2c1=O	u	x
Nc1nc(N2CCN(C(=O)c3ccco3)CC2)nc2ccccc12	4%	7
O=C(CSc1nc2cc(Cl)ccc2s1)NC1CCCc2ccccc21 (stereo not given)	10%	8
O=C(COc1ccccc1)N1CCc2ccccc2C1	u	x
COC(=O)Nc1nnc(/C=C/c2ccccc2)s1	u	x
COc1cccc(Nc2cc(C)c3ccccc3n2)c1	1%	-16
CCOC(=O)c1ccccc1NC(=O)COC(=O)C1=COCCO1	u	x

(next part)
structure	S3 lipid droplet	S3 lipid droplet cell count max
CCC1Sc2ccccc2N(CC(=O)NC2CC2)C1=O (stereo not given)	-4%	-15
CCCCN1C(=O)C(O)(CC(=O)c2ccco2)c2cc(Br)ccc21 (stereo not given)	18%	14
Cn1c(-c2ccccc2F)cc2onc(-c3ccccc3)c2c1=O	u	x
O=C(CCOc1ccccc1)Nc1ccccc1[N+](=O)[O-]	5%	16
C/C(CC(=O)NCc1ccco1)=N\NC(=O)Cc1ccc(Cl)cc1	-4%	2
CCOC(=O)c1sc(NC(=O)CCN2CCN(CC)CC2)c(C(=O)OCC)c1C	u	x
COc1ccc(C(CC(=O)O)NS(=O)(=O)c2ccc3c(c2)N(C(C)=O)CC(C)O3)cc1 (stereo not given)	u	x
CC(=O)c1cccc(OCc2cc(C(=O)N(C)Cc3cnccn3)no2)c1	-5%	-18
O=C(Nc1ccc2c(c1)OCCO2)C1CC(c2ccccc2Cl)=NO1 (stereo not given)	u	x
CCn1c(CNC(=O)c2cccs2)nnc1SCC(=O)Nc1cc(Cl)ccc1C	u	x
CCOC(=O)C1CCN(S(=O)(=O)c2nc3nc(C)cc(C)n3n2)CC1	u	x
Brc1ccc(/C=N/Nc2ccc3ccccc3n2)cc1	u	x
COc1ccc(Cc2nnc(Nc3c(C)cccc3C)o2)cc1OC	20%	15
COCCNC(=O)C(c1cccs1)N(C(=O)Cn1nnc2ccccc21)c1cccc(C)c1 (stereo not given)	u	x
O=C(N/N=C/c1cccs1)c1cccc2cc[nH]c12	0%	-2
CCOc1cc(/C=N/N=C(/N)c2nonc2N)cc(Br)c1OCc1ccc(Cl)cc1	u	x
CC(NC(=O)CSc1n[nH]c(=O)n1C1CC1)C12CC3CC(CC(C3)C1)C2 (stereo not given)	i	7
COc1ccc2nc(NNC(=O)COc3ccccc3)sc2c1	u	x
CCCCCC(=O)NNC(=O)Nc1ccccc1	-6%	4
O=C(O)C(Cc1cc(Cl)ccc1Cl)Sc1nc2ccccc2[nH]1 (stereo not given)	-11%	-2
C[N+]1(CC(O)c2ccccc2)CCCCCC1 (stereo not given)	u	x
CCN(CC)C(=O)c1ccccc1NC(=O)CN1C(=O)c2ccccc2C1=O	-12%	-1
C=CCn1c(COc2cc(C)ccc2C(C)C)nnc1SCC(=O)c1c(N)n(C)c(=O)n(C)c1=O	18%	25
CSc1nc2ncnc(N)c2[nH]1	-5%	14

Of the compounds above, these have a cyano group.
structure	S3 lipid droplet	S3 lipid droplet cell count max
N#CCC(=O)Nc1ccc(C(=O)OCc2ccccc2Oc2ccccc2)cc1	u	x
CCc1nc(NCCN)c(C#N)c2c1CSC(C)(C)C2	u	x

Continued.
structure	S3 lipid droplet	S3 lipid droplet cell count max
Cc1cc(C)cc(NC(=O)CCC(=O)Nc2cc(C)on2)c1	-6%	-20
CCOC(=O)C(O)(CC(=O)Nc1cc(F)ccc1C)C(F)(F)F (stereo not given)	8%	7
CCOc1ccc(/C(O)=C2\C(=O)C(=O)N(CCN(C)C)C2c2cccc(OC)c2OC)cc1Cl (stereo not given)	-7%	-4
O=C(Nc1ccc(Cl)cc1)c1cc2nc(C3CC3)cc(C(F)(F)F)n2n1	u	x
CCOC(=O)/C(N=Nc1ccc(Cl)cc1)=C(/O)c1ccc([N+](=O)[O-])cc1	u	x
O=C(CC(=O)N/N=C/c1c(F)cccc1Cl)NCc1ccccc1	17%	8
CC1(C)C/C(=N\NC(=S)Nc2ccccc2F)c2cc(O)ccc2O1	u	x
Cc1ccc(NC(=O)CSCC(=O)Nc2cc(Cl)ccc2N2CCN(C)CC2)cc1	u	x
CN(Cc1cn(-c2ccccc2)nc1-c1ccc2c(c1)OCO2)Cc1nccn1C	18%	-9
O=C(/C=C/c1cccs1)N1CCN(Cc2ccc3c(c2)OCO3)CC1	u	x
Cc1ccc(OCC(=O)NNC(=O)CSc2nnc(-c3ccc(C)cc3)n2C)cc1	u	x
O=C1CCCC/C1=N\Nc1ccc(C2CCCCC2)cc1	-6%	1
CS(=O)(=O)N1CCC(C(=O)NCc2ccc(Cl)cc2)CC1	4%	3
O=c1c(O[C@H]2O[C@@H](CO)[C@H](O)[C@@H](O)[C@@H]2O)c(-c2ccc(O)cc2)oc2cc(O)cc(O)c12	u	x
Cc1ccc(C(=O)COC(=O)CNC(=O)c2cccs2)cc1	u	x
Cc1ccc(C(=O)N2C(=S)C(c3ccc(F)cc3)=NC23CCN(C)CC3)cc1	u	x
COc1cc2[nH]c(=O)n(Cc3ccccc3Cl)c(=O)c2cc1OC	i	x
CCn1ccnc1CN1CCCCC1C(=O)Nc1ccc(Oc2cccnc2)cc1 (stereo not given)	u	x
CCC1Oc2ccc(C)cc2N(CC(=O)N(Cc2cccnc2)Cc2cccc(F)c2)C1=O (stereo not given)	-7%	2
CC(C)Sc1nc2c(c(=O)[nH]c(=O)n2C)n1C	15%	-5
CCOc1ccc(Br)cc1C1=CC(=O)C[C@H](c2ccc(OC)cc2)C1	u	x
Cc1ccc(-c2nnc(Nc3ccc(CC(N)=O)cc3)c3ccccc23)cc1	u	x
COc1ccc(CNCc2cccc(Cl)c2)cc1	0%	0
CCn1ccnc1C(O)c1cccc(OC)c1OC (stereo not given)	u	x

Of the compounds above, five have a COOH group.
structure	S3 lipid droplet	S3 lipid droplet cell count max
O=C(O)CSc1nnc(-c2cc3ccccc3o2)n1-c1ccccc1	-29%	x
O=C(O)[C@H]1CCCC[C@H]1C(=O)Nc1cc([N+](=O)[O-])ccc1F	1%	8
O=C(O)CCn1c(=O)[nH]c2ccccc2c1=O	u	x
COc1ccc(C(CC(=O)O)NS(=O)(=O)c2ccc3c(c2)N(C(C)=O)CC(C)O3)cc1 (stereo not given)	u	x
O=C(O)C(Cc1cc(Cl)ccc1Cl)Sc1nc2ccccc2[nH]1 (stereo not given)	-11%	-2

Later entries:
structure	S3 lipid droplet	S3 lipid droplet cell count max
COc1ccccc1NC(=O)CCN1CCN(CCC(=O)Nc2ccccc2OC)CC1	1%	-7
Cc1ccc(C)c(OCC(=O)Nc2ccccc2N2CCCC2)c1	u	x
O=C(NCCc1ccc(Cl)cc1)c1ccc(CS(=O)Cc2ccc(Cl)cc2)o1 (stereo not given)	i	x
Cc1ccc(N/C(N)=N/c2nc(C)cc(C)n2)cc1	6%	10
COc1ccc(/C(C)=N/NC(=O)c2ccncc2)cc1	17%	28
COCCCNC(=O)c1ccc2c(c1)ncn2-c1ccccc1OC	i	x
CCOC(=O)C(=CNc1nc(-c2ccc3ccccc3c2)cs1)C(=O)OCC	u	x
CCN1CCN(c2oc(-c3ccco3)nc2C#N)CC1	24%	x
CC(=O)c1ccc(C(=O)N2CCCC(CNC(=O)c3ccccc3Cl)C2)cc1 (stereo not given)	-27%	-2
Cc1ccc(-c2onc(C)c2C)cc1S(=O)(=O)N1CCOc2ccccc21	u	x
COc1ccc(CCN2C(=O)CS/C2=N/NC(=O)c2ccccc2F)cc1OC	-12%	-7
Cc1cccc(C)c1NC(=O)CNC(=O)c1ccc(S(=O)(=O)NCc2ccco2)cc1	u	x
COc1cccc(CNC(=O)CCC2CCCN(c3cc(C)nc(N(C)C)n3)C2)c1 (stereo not given)	30%	17
